Vif inh: inhibitors of HIV Vif; HEK293T cells, Vif self-association by quenched fluorescence, imaging, 24 h; 340,000 compounds, 0.35% hits; inhibition, % at 7.49 µM; in the data active = inhibition above about 50%, passing the limit was not always enough; note: some results filed as inactive read as strong as hits
CaV13 ICDI inh: Primary screen for inhibitors of IQ motif and Ca2+-dependent inactivation inhibitor domain binding in CACNA1D, Förster resonance energy transfer in living cells, …; 340,000 compounds, 0.098% hits; inhibition, % at 12.3 µM; HEK cells, CFP/YFP FRET ICDI-IQ, plate reader, 10 min; percent FRET-ratio fall versus neutral wells;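 active = mean replicate inhibition of at least 30% and at least 1% of replicates passing that level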;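 note: 0% = median of the neutral control wells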
NR2E3 ag: activates human photoreceptor nuclear receptor NR2E3; Q9Y5X4; GST-NR2E3/biotin-RetCOR TR-FRET, 1536-well; inhibition of corepressor binding, % at 4.78 µM; 320,000 compounds, 0.12% hits; AID 2300;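 active = percent inhibition above the cutoff of mean plus 3 SD of all tested compounds, set per screening campaign, cut at about 20% in these data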;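 note: 0% = DMSO wells and 100% = biotin wells as full block of FRET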
Target sequence (Q9Y5X4 whole entry, looked up): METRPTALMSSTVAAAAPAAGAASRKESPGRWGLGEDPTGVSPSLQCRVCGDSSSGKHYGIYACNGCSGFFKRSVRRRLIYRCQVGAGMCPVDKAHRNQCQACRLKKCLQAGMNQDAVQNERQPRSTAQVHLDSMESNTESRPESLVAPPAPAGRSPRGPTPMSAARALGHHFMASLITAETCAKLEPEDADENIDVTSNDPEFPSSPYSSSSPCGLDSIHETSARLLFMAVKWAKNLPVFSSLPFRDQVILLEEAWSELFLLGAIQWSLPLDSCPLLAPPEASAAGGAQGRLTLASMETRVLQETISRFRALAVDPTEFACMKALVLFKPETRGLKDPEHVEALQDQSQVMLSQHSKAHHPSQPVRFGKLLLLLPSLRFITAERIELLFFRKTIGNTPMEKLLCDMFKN
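System: GST-tagged NR2E3 plus biotinylated RetCOR corepressor; Buffer or medium: pH 7.5 Tris-based buffer; Probe or stimulus: RetCOR corepressor, biotinylated, 7 nM; Doses: compound at 4.8 µM, single dose; Schedule: 5 h incubation at 4 °C; Technique: time-resolved FRET; Evaluation: percent inhibition of TR-FRET ratio; Replication: one well per compound, singlicate testing.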
Active calls of the source: *; · = not tested or not shown. This is a subset; rates above refer to the full screens.

(1) Cc1ccc(N2C(=O)/C(=C/c3ccc(CN(CCC#N)S(C)(=O)=O)o3)C(=O)NC2=S)cc1C
  Vif inh = ·; CaV13 ICDI inh = ·; NR2E3 ag = 1

(2) O=C1NC(=O)N(c2ccccc2)C(=O)/C1=C\c1ccc2c3c(cccc13)CC2
  Vif inh = ·; CaV13 ICDI inh = ·; NR2E3 ag = -2

(3) CCN1CCN(Cc2nnnn2C(C)(C)C)CC1
  Vif inh = ·; CaV13 ICDI inh = ·; NR2E3 ag = -5

(4) c1nc2nc3c(c(N4CCNCC4)n2n1)CCCC3
  Vif inh = ·; CaV13 ICDI inh = ·; NR2E3 ag = 2

(5) OC[C@@H](O)CCl
  Vif inh = ·; CaV13 ICDI inh = ·; NR2E3 ag = 0

(6) CC(=O)O[C@@H]1/C=C/[C@](C)(O)C[C@@H](C)C/C=C/[C@H]2[C@H](O)C(C)=C(C)[C@H]3[C@H](Cc4ccccc4)NC(=O)[C@@]123
  Vif inh = ·; CaV13 ICDI inh = ·; NR2E3 ag = 0

(7) CN(C)CCc1nc2ccccc2c(=O)n1-c1ccccc1
  Vif inh = ·; CaV13 ICDI inh = ·; NR2E3 ag = 0

(8) CC(O)(CS(=O)(=O)c1ccc(F)cc1)C(=O)Nc1ccc(C#N)c(C(F)(F)F)c1 (stereo not given)
  Vif inh = ·; CaV13 ICDI inh = ·; NR2E3 ag = -5

(9) CCN1C(=O)NC(=O)/C(=C\c2cn(CC(=O)O)c3ccccc23)C1=O
  Vif inh = ·; CaV13 ICDI inh = ·; NR2E3 ag = 1

(10) CC(C)(C#CCCCCC#CC(C)(C)[N+](C)(C)C)[N+](C)(C)C
  Vif inh = ·; CaV13 ICDI inh = ·; NR2E3 ag = 3

(11) O=C1NC(=O)C(=C/C=C/c2coc3ccc(Br)cc3c2=O)C(=O)N1
  Vif inh = ·; CaV13 ICDI inh = ·; NR2E3 ag = 2

(12) CC(C)(O)[C@@H]1[C@H]2OC(=O)[C@@H]1[C@]1(O)C[C@H]3O[C@]34C(=O)O[C@H]2[C@]14C (tested in a mixture with another compound)
  Vif inh = ·; CaV13 ICDI inh = ·; NR2E3 ag = 0

(13) Cc1cccc(N2C(=O)NC(=O)/C(=C/c3ccc([N+](=O)[O-])o3)C2=O)c1
  Vif inh = ·; CaV13 ICDI inh = ·; NR2E3 ag = 1

(14) Cc1ccc(C(=O)N[C@@H](C)CN2C3=NC[C@H](Cc4ccccc4)N3C[C@H]2Cc2ccc(O)cc2)cc1Br
  Vif inh = ·; CaV13 ICDI inh = ·; NR2E3 ag = 2

(15) COC(=O)N1CCN(C(=O)Cc2ccc(Cl)c(Cl)c2)C(CN2CCCC2)C1 (stereo not given)
  Vif inh = ·; CaV13 ICDI inh = ·; NR2E3 ag = -2

(16) NC(Cc1cc(O)c(O)cc1O)C(=O)O (stereo not given)
  Vif inh = ·; CaV13 ICDI inh = ·; NR2E3 ag = 25*

(17) O=C1NC(=O)N(c2ccccc2)C(=O)/C1=C/c1ccc2c(c1)Cc1ccccc1-2
  Vif inh = ·; CaV13 ICDI inh = ·; NR2E3 ag = -1

(18) c1ccc(-c2[nH]c[n+](CC3CO3)c2-c2ccccc2)cc1 (stereo not given)
  Vif inh = ·; CaV13 ICDI inh = ·; NR2E3 ag = -4

(19) Cn1c(O)c(/C=N/N2CCOCC2)c(=O)[nH]c1=S
  Vif inh = ·; CaV13 ICDI inh = ·; NR2E3 ag = 5

(20) C[C@]12CC[C@H](O)CC1=CC[C@@H]1[C@@H]2CC[C@@]2(C)[C@H]1CC[C@]2(C)O
  Vif inh = ·; CaV13 ICDI inh = ·; NR2E3 ag = 4

(21) CCC1C=CC=CC[C@H](C)[C@@H](O)[C@](C)(O)C(=O)[C@@H](C)[C@H](O)[C@@H](C)C(=O)[C@H](C)[C@@H](O)[C@H](C)C=CC(=O)OC2[C@@H](C)C(CC1)OC1(CC[C@@H](C)C(C[C@H](C)O)O1)[C@@H]2C (stereo not given in full)
  Vif inh = ·; CaV13 ICDI inh = ·; NR2E3 ag = 2

(22) CC/C(=C\C=C\[C@@H]1C=C[C@@H]2CCC[C@H]2[C@@H]1C(=O)c1ccc[nH]1)[C@@H]1O[C@@H]([C@@H](C)C(=O)O)CC[C@@H]1C
  Vif inh = -8; CaV13 ICDI inh = ·; NR2E3 ag = -1

(23) CN1C[C@H](O)[C@H]2C[C@@H]1c1ccccc1O2
  Vif inh = ·; CaV13 ICDI inh = -16; NR2E3 ag = ·

(24) COc1ccc2nc(-c3ccc(CN4CCC(n5nnc6ccccc65)CC4)cc3)c(-c3ccccc3)nc2c1
  Vif inh = ·; CaV13 ICDI inh = -10; NR2E3 ag = ·

(25) Cc1ccc(N2Cc3ccccc3-n3nncc3C2)cc1
  Vif inh = ·; CaV13 ICDI inh = -2; NR2E3 ag = ·

(26) O=C(NCCN1CCC2(CC1)C(=O)NCN2c1ccccc1)c1ccccc1F
  Vif inh = ·; CaV13 ICDI inh = -10; NR2E3 ag = ·

(27) CC(C)S(=O)(=O)N1Cc2ccc(Br)cc2-n2nncc2C1
  Vif inh = ·; CaV13 ICDI inh = -4; NR2E3 ag = ·

(28) COC(=O)C1=C(c2ccc(OC(F)(F)F)cc2)C[C@@H]2CC[C@H]1N2C(=O)N1CCc2cc(OC)c(OC)cc2C1
  Vif inh = ·; CaV13 ICDI inh = -6; NR2E3 ag = ·

(29) Cn1cc2c([N+](=O)[O-])cc([N+](=O)[O-])cc2n1
  Vif inh = ·; CaV13 ICDI inh = -5; NR2E3 ag = ·

(30) O=C(NCCN1CCC2(CC1)C(=O)NCN2c1ccccc1)c1cccs1
  Vif inh = ·; CaV13 ICDI inh = -11; NR2E3 ag = ·

(31) Cc1ccc(OC(=O)N(C)C[C@@H]2OCc3ccccc3-c3c(n(C)c4ccccc34)C(=O)N([C@H](C)CO)C[C@H]2C)cc1
  Vif inh = ·; CaV13 ICDI inh = -6; NR2E3 ag = ·

(32) CS(=O)(=O)N1CCC2CCNC2C1 (stereo not given)
  Vif inh = ·; CaV13 ICDI inh = -8; NR2E3 ag = ·

(33) c1ccc(Cc2cnc(N3CCNCC3)nc2)cc1
  Vif inh = ·; CaV13 ICDI inh = -4; NR2E3 ag = ·

(34) COc1cccc(C(=O)NCCN2CCC3(CC2)C(=O)NCN3c2ccccc2)c1
  Vif inh = ·; CaV13 ICDI inh = -8; NR2E3 ag = ·

(35) O=c1[nH]c2cc(Cl)ccc2n1C1CCN(Cc2ccc(-c3nc4ccc(F)cc4nc3-c3ccccc3)cc2)CC1
  Vif inh = ·; CaV13 ICDI inh = -5; NR2E3 ag = ·

(36) c1ccc(-c2nc3ccccc3nc2-c2ccc(CN3CCC(n4nnc5ccccc54)CC3)cc2)cc1
  Vif inh = ·; CaV13 ICDI inh = -8; NR2E3 ag = ·

(37) CCOC(=O)c1c(N)n(Cc2ccc(OC)cc2)c2nc3ccccc3nc12
  Vif inh = ·; CaV13 ICDI inh = -4; NR2E3 ag = ·

(38) O=S(=O)(c1ccccc1)N1CCC2CCNC2C1 (stereo not given)
  Vif inh = ·; CaV13 ICDI inh = -11; NR2E3 ag = ·

(39) N#Cc1ccc2nc(-c3ccc(CN4CCC(n5c(=O)[nH]c6cc(Cl)ccc65)CC4)cc3)c(-c3ccccc3)nc2c1
  Vif inh = ·; CaV13 ICDI inh = -15; NR2E3 ag = ·

(40) O=C(NCCN1CCC2(CC1)C(=O)NCN2c1ccccc1)c1cccc(F)c1
  Vif inh = ·; CaV13 ICDI inh = -6; NR2E3 ag = ·

In a second layout: results already given
Fields: Vif inh	CaV13 ICDI inh	NR2E3 ag
32. CS(=O)(=O)N1CCC2CCNC2C1 (stereo not given)
→ ·	-8	·
33. c1ccc(Cc2cnc(N3CCNCC3)nc2)cc1
→ ·	-4	·

New compounds follow:
(41) Cc1ccc2nc(-c3ccc(CN4CCC(n5nnc6ccccc65)CC4)cc3)c(-c3ccccc3)nc2c1
  Vif inh = ·; CaV13 ICDI inh = -12; NR2E3 ag = ·

(42) CN1C2(C)c3ccccc3C1(c1ccccc1)c1ccccc12
  Vif inh = ·; CaV13 ICDI inh = -5; NR2E3 ag = ·

(43) Cc1ccc(C(=O)N[C@@H](C)CN2C3=NC[C@@H](Cc4ccccc4)N3C[C@H]2Cc2ccc(O)cc2)cc1Br
  Vif inh = ·; CaV13 ICDI inh = -5; NR2E3 ag = 4

(44) c1ccc2c3c(ccc2c1)OCC1CONC31 (stereo not given)
  Vif inh = ·; CaV13 ICDI inh = -5; NR2E3 ag = -3

(45) CN1C(=O)NC(=O)/C(=C\C=C\c2ccccc2[N+](=O)[O-])C1=O
  Vif inh = ·; CaV13 ICDI inh = 3; NR2E3 ag = -1

(46) CC(C)(C)C(=O)NC1CCSC1=O (stereo not given)
  Vif inh = ·; CaV13 ICDI inh = -4; NR2E3 ag = 4

(47) C=CCN(CC=C)Cc1c[nH]c2ccccc12
  Vif inh = ·; CaV13 ICDI inh = -7; NR2E3 ag = 2

(48) O=c1[nH]c(=O)n(-c2ccccc2)c(O)c1C=NC12CN3CN(CN(C3)C1)C2
  Vif inh = ·; CaV13 ICDI inh = -5; NR2E3 ag = -1

(49) COc1ccccc1N1C(=O)NC(=O)/C(=C/c2ccc([N+](=O)[O-])s2)C1=O
  Vif inh = ·; CaV13 ICDI inh = -13; NR2E3 ag = 2

(50) CCCN1CCC[C@@H]2Cc3nc(N)ncc3C[C@H]21
  Vif inh = ·; CaV13 ICDI inh = -5; NR2E3 ag = 0

(51) COc1ccccc1[As](=O)(O)CC(O)COc1ccc(Cl)cc1Cl (stereo not given)
  Vif inh = ·; CaV13 ICDI inh = -17; NR2E3 ag = -2

By substructure, the entries above with sulfur.
(1) Cc1ccc(N2C(=O)/C(=C/c3ccc(CN(CCC#N)S(C)(=O)=O)o3)C(=O)NC2=S)cc1C
  Vif inh = ·; CaV13 ICDI inh = ·; NR2E3 ag = 1

(8) CC(O)(CS(=O)(=O)c1ccc(F)cc1)C(=O)Nc1ccc(C#N)c(C(F)(F)F)c1 (stereo not given)
  Vif inh = ·; CaV13 ICDI inh = ·; NR2E3 ag = -5

(19) Cn1c(O)c(/C=N/N2CCOCC2)c(=O)[nH]c1=S
  Vif inh = ·; CaV13 ICDI inh = ·; NR2E3 ag = 5

(27) CC(C)S(=O)(=O)N1Cc2ccc(Br)cc2-n2nncc2C1
  Vif inh = ·; CaV13 ICDI inh = -4; NR2E3 ag = ·

(30) O=C(NCCN1CCC2(CC1)C(=O)NCN2c1ccccc1)c1cccs1
  Vif inh = ·; CaV13 ICDI inh = -11; NR2E3 ag = ·

(32) CS(=O)(=O)N1CCC2CCNC2C1 (stereo not given)
  Vif inh = ·; CaV13 ICDI inh = -8; NR2E3 ag = ·

(38) O=S(=O)(c1ccccc1)N1CCC2CCNC2C1 (stereo not given)
  Vif inh = ·; CaV13 ICDI inh = -11; NR2E3 ag = ·

(46) CC(C)(C)C(=O)NC1CCSC1=O (stereo not given)
  Vif inh = ·; CaV13 ICDI inh = -4; NR2E3 ag = 4

(49) COc1ccccc1N1C(=O)NC(=O)/C(=C/c2ccc([N+](=O)[O-])s2)C1=O
  Vif inh = ·; CaV13 ICDI inh = -13; NR2E3 ag = 2
